# sPLA2-III inh = human group III sPLA2 inhibitors, primary screen, biochemical, QFRET, BODIPY PC-A2 liposome substrate | Group 3 secretory phospholipase A2 (Homo sapiens), Q9NZ20 | QFRET BODIPY PC-A2 liposome hydrolysis, fluorescence | inhibition, % at 12.2 µM | 0.56% of 370,000 active | AID 743126, 2013;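 active means inhibition above mean plus 3 SD of compounds lying within the high and low control bounds, cut at about 19% in these data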;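 further: 0% = median of test compound wells and 100% = no enzyme DMSO wells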
# Target sequence (Q9NZ20 whole entry, looked up): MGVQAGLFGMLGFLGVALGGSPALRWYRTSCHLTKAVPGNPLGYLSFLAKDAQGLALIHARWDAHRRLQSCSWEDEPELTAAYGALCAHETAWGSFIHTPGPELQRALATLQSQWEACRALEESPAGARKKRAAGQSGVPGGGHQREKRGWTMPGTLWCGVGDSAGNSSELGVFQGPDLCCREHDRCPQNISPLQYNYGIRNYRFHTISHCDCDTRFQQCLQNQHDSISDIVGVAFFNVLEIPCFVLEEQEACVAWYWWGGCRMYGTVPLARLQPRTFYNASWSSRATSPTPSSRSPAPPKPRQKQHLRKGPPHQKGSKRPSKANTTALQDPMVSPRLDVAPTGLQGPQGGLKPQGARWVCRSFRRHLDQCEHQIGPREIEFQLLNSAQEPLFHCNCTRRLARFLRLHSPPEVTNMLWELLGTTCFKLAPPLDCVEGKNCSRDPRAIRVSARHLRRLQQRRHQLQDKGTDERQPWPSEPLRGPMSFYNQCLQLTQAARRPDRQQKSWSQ
# NR1D1 modulator = modulators of Rev-erb alpha DNA binding, primary screen, biochemical, FITC-DNA, fluorescence polarization, uHTS. Nuclear receptor subfamily 1 group D member 1 (Homo sapiens), P20393. Rev-erbα–FITC-DNA binding, 90 min. activity, % at 10 µM. 0.79% of 370,000 active;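 active means activity above about 14%, limit read from the data; passing the limit was not always enough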;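 further: 0% = DMSO wells with 35 nM protein and 100% = DMSO wells with 750 nM protein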
# GAA850 FXN act = FXN promoter activators, primary screen, cell-based, luciferase luminescence, HEK293 lucGAA850; HEK293 lucGAA850 FXN promoter luciferase reporter, 24 h; percent of 10 µM SAHA response; activation, % at 6 µM; 0.56% of 360,000 active;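 active means activation above the average of all compounds screened plus 3 SD, cutoff fixed separately per campaign, cut at about 7.5% in these data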;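 further: 0% = DMSO wells and 100% = 10 µM SAHA wells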
# hcDAF-12 act = H. contortus DAF-12 nuclear receptor activators, primary screen, cell-based, luminescence, HEK293, lit1-tk-luc reporter; 1.4% of 370,000 active; HEK293 hcDAF-12 lit1-tk-luc reporter; 0% DMSO, 100% Δ7-dafachronic acid; activation, % at 6.8 µM;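 active means activation above the mean of all tested compounds plus 3 SD, cut at about 5.5% in these data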;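 further: 100% = response to 3 µM Δ7-dafachronic acid high control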
# PLC-beta3 inh = human PLC-beta3 inhibitors, primary screen, biochemical, fluorescence; 1-phosphatidylinositol 4,5-bisphosphate phosphodiesterase beta-3 (Homo sapiens), Q01970; Purified PLC-beta3, fluorogenic substrate; inhibition, % at 12.2 µM; 0.18% of 370,000 active; AID 720704, 2013; in the data active means inhibition above about 11%;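 further: 0% = median of compound wells on plate and 100% = full blocker control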
# ssDAF12 agonist = S. stercoralis DAF-12 nuclear receptor activators, primary screen, cell-based, luminescence, HEK293, GRIP1 co-expression, lit1-tk-luc; Nuclear hormone receptor DAF-12 (Strongyloides stercoralis); HEK293 ssDAF-12/GRIP1 lit1-tk-luc reporter; % of 3 µM dafachronic acid response; activation, % at 6.8 µM; 1% of 370,000 active; AID 652126, 2013;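 active means activation above the mean over all tested compounds plus 3 SD, cut at about 0.9% in these data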;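 further: 0% = DMSO-only wells and 100% = 3 µM delta7-dafachronic acid wells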
# PG9 binder = binders of HIV-1 gp120 antibody PG9, primary screen, biochemical, TR-FRET; TR-FRET gp120-PG9 antibody binding; HIV-1 gp120 / PG9 antibody interaction; AID 624416, 2012; 0.43% of 360,000 active; inhibition, % at 6.7 µM; in the data active means inhibition above about 8.5%
# hgDAF12 agonist = H. glycines DAF-12 receptor agonists, primary screen, cell-based, luminescence, HEK293, GAL4 fusion, UAS-luciferase | 1.8% of 370,000 active | HEK293 GAL4-hgDAF12 UAS-luciferase reporter, agonist luminescence; normalized to butyrate control | AID 687014, 2013 | activation, % at 6.8 µM | Nuclear hormone receptor DAF-12 (Heterodera glycines), GAL4 fusion;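 active means activation above a cutoff set at the mean of all screened compounds plus 3 SD, cut at about 10% in these data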;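 further: 0% = DMSO wells and 100% = sodium butyrate wells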
# DAX1 inh-1 = DAX1 (NR0B1) inhibitors, primary screen, cell-based, HEK293, Gal4-DAX1, luciferase luminescence; Nuclear receptor subfamily 0 group B member 1 (Homo sapiens), P51843; HEK293 Gal4-DAX1 luciferase reporter; inhibition, % at 6.75 µM; 0.99% of 340,000 active; AID 504766, 2011;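 active means inhibition above the mean over all tested compounds plus 3 SD, cut at about 4.2% in these data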;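 further: 0% = DAX1-transfected cells with DMSO and 100% = empty-vector control cells with DMSO; inhibition shows as a rise in luminescence from relieved DAX1 repression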
# Target sequence (P51843 207-470 limits assumed): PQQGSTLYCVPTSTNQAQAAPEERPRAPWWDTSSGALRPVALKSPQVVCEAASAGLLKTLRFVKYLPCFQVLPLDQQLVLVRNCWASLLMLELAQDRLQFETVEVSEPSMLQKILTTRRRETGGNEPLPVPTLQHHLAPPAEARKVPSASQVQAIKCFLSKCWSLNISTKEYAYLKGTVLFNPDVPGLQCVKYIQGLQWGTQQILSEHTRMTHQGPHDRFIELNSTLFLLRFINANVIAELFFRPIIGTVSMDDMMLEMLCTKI
# SMARCA2 activ = SMARCA2 (BRM) function activators, primary screen, cell-based, luminescence, high throughput; 1% of 370,000 active; activation, % at 9.1 µM; MG213 cells, MMTV-luciferase reporter, dexamethasone, overnight; AID 652017, 2013; in the data active means activation above about 7.8%;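 further: 0% = vehicle wells and 100% = reference activator wells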
# DAX1 inh-2 = DAX1 (NR0B1) inhibitors on StAR promoter, primary screen, cell-based, luminescence, SF-1 (NR5A1), full-length DAX-1; HEK293T StAR-luciferase reporter, SF-1/DAX-1 repression relief; inhibition, % at 6.8 µM; 1.1% of 370,000 active; AID 652010, 2013;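 active means inhibition above the mean over all tested compounds plus 3 SD, cut at about 3.6% in these data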;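 further: 0% = DAX-1 cells with DMSO and 100% = cells lacking DAX-1 with DMSO; higher inhibition means more luminescence from relief of DAX-1 repression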
# Active calls of the source: *; x = not tested or not shown.
SMILES,sPLA2-III inh,NR1D1 modulator,GAA850 FXN act,hcDAF-12 act,PLC-beta3 inh,ssDAF12 agonist,PG9 binder,hgDAF12 agonist,DAX1 inh-1,SMARCA2 activ,DAX1 inh-2
COc1ccc([N+](=O)[O-])cc1NC(=O)CCN1CCOCC1,2,1,-0.8,0.1,-4,-0.5,-0.3,-1.8,0.2,1,-0.2
CCc1ccc2[nH]c(=O)c(CN(Cc3nnnn3C3CCCC3)C3CCCCC3)cc2c1,-3,x,4.7,1.4,-34,-0.7,-3.1,5.1,-0.6,8.3*,0.3
O=C(O)C1CCCC[C@H]1C(=O)Nc1ncc([N+](=O)[O-])s1 (stereo partly drawn),10,0,0.8,-1.9,6,-1.2,0.1,-1.5,-0.2,2,0.3
Cc1oc(-c2ccccc2F)nc1CS(=O)CC(=O)NC1CCCCC1 (stereo not drawn),-4,5,-0.9,-1.0,-3,-1.4,-2.4,0.9,-0.2,-1,-1.0
COc1ccc(/C=N/NC(=O)c2ccccc2)cc1CN1CCN(c2ccc(F)cc2)CC1,-7,-6,2.4,-0.9,-5,-0.9,-1.3,1.1,-1.1,3,0.6
Cc1noc(C)c1COC(=O)c1cc(S(=O)(=O)N2CCOCC2)ccc1Cl,11,6,1.7,-2.1,-3,-1.0,2.5,1.0,-0.2,-5,-0.4
Cc1cc(C)nc(SCc2nnc(SCC(=O)OC3CCCCC3)o2)n1,1,0,0.2,-1.5,2,-0.6,1.6,-0.4,1.3,1,-0.3
CCc1cc(OCCOCCN(C)C)ccc1Cl,-4,-1,0.4,4.3,2,-1.1,1.2,-1.6,-1.4,-1,1.3
O=C(Nc1ccc(S(=O)(=O)NCc2cccnc2)cc1)c1ccco1,-6,-2,-2.9,-2.5,-3,-1.7,0.9,-2.4,-0.7,0,-1.5
O=C(Cc1ccc([N+](=O)[O-])cc1)N1CCCc2ccccc21,-2,-5,2.0,2.1,0,-0.3,-1.4,0.5,1.9,0,-0.7
Cc1ccc(S(=O)(=O)NC(=O)C2(C)CCN2C(=O)c2ccc(C(F)(F)F)nc2C)cc1 (stereo not drawn),4,-2,0.9,0.5,5,-2.0,-2.2,1.0,x,-2,-1.1
N#CC1C(=O)NC(=O)CC12CCCCC2 (stereo not drawn),7,5,0.4,1.4,-3,-1.2,1.1,2.1,-0.1,-2,0.8
Cc1cnc(C(=O)N2CCCC(C(=O)c3ccc(C(F)(F)F)cc3)C2)cn1 (stereo not drawn),13,-2,5.4,4.6,2,-0.2,-1.7,19*,0.2,2,0.3
CCn1c(SCC(=O)OCc2ccccc2)nnc1-c1ccco1,-5,-5,0.1,-0.1,2,-1.8,-3.7,0.2,0.2,-2,-0.4
NS(=O)(=O)c1ccc(CCN=Cc2ccccc2O)cc1,0,-7,2.4,1.2,1,-1.3,-2.4,0.4,-0.3,1,0.5
CCN(CC)c1ccc(/C=N/NS(=O)(=O)c2cccc([N+](=O)[O-])c2)cc1,15,2,-0.5,-0.1,-34,0.7,-2.6,0.4,0.2,-2,-0.8
CC(=O)NC(c1ccccc1)c1nc(-c2cccnc2)cs1 (stereo not drawn),4,0,0.3,-0.2,2,-1.4,1.4,0.7,x,-2,2.7
COc1ccc(C(C(=O)NCc2ccccc2)N(Cc2cccnc2)C(=O)c2snc(C(N)=O)c2N)cc1OC (stereo not drawn),0,3,-1.6,0.4,-46,-1.4,-1.8,-2.8,4.3*,1,-0.1
Cc1ccc(S(=O)(=O)N2CCCC2)cc1C(=O)NCCOc1ccccc1,-5,1,-0.2,-0.3,-3,-1.6,-0.7,2.5,0.1,-2,-1.4
Cc1cccc(NC(=O)CSc2nc3[nH]ncc3c(=O)[nH]2)c1C,9,1,0.7,1.0,1,-0.6,-1.6,1.9,-1.4,-2,-1.7
COc1ccc(/C=C(/NC(=O)c2ccccc2)C(=O)N2CCC(C)CC2)cc1,2,-2,0.3,-2.0,2,-1.5,-1.4,-2.6,0.5,0,-0.4
Cc1ccc([C@H]2C[C@@H](n3cc(-c4ccc(F)cc4)nn3)[C@H](O)CN2C(=O)C2CCCCC2)cc1,-10,0,-0.9,-1.6,2,-1.8,-0.6,-1.9,0.6,-4,0.5
N/C(=N\OC(=O)C12CC3CC(CC(C3)C1)C2)c1ccccn1,15,2,6.9,3.9,-3,-0.8,2.7,11*,0.5,2,1.8
Nc1cnn(C2OC(CO)C(O)C2O)c(=O)n1 (stereo not drawn),4,0,-3.0,1.0,-5,-1.6,0.7,-4.2,-0.8,-5,4.6*
O=C(NC1CC2CCCC(C1)N2C(=O)N1CCCCC1)C1CCCCC1 (stereo not drawn),0,-2,0.4,-1.8,1,-1.2,0.3,-0.6,0.8,-3,-1.1
CCn1cc(S(=O)(=O)NCc2ccccc2Br)cn1,4,4,1.2,-0.8,-7,-1.2,-2.3,1.4,1.0,0,1.2
O=[N+]([O-])c1ccc(N2CCNCC2)cc1Sc1nc2ccccc2[nH]1,-3,-2,-0.6,0.9,1,-1.5,2.7,-4.1,-1.0,-1,-1.1
CCCN(CC(=O)Nc1ccccc1C)C(=O)c1oc2ccc(OCC)cc2c1C,-7,-1,-1.0,0.3,-14,-1.2,-2.4,-3.1,-0.1,0,-0.9
Cc1cc(CNC(=O)Cn2nc(C)c([N+](=O)[O-])c2C)c2ccccc2n1,-7,0,0.0,-1.9,-2,-1.9,1.4,-2.4,0.2,-1,4.3*
COc1ccccc1N1CCN(C(=O)NCc2ccc(Cl)cc2)CC1,-1,-4,-2.0,-1.5,-5,-1.1,-0.5,0.5,-0.7,1,-0.1
COc1ccc(CCNC(=O)C2CCN(S(=O)(=O)c3ccc(C)cc3)CC2)cc1OC,-5,5,2.9,2.6,-3,-0.6,-0.5,1.7,-0.8,-2,-0.3
CN(C)/C=C1\C(=O)NN=C1c1ccccc1,6,-3,4.4,-2.0,0,-0.9,-1.4,-2.6,-0.9,-1,-0.4
CNC(=O)c1ccc(OCc2ccccc2)c(OC)c1,-1,0,2.2,0.0,1,-0.9,-1.8,-0.3,-0.4,1,-0.1
CN1CC2=Cc3ccccc3OC23Oc2ccccc2C=C3C1,-21,2,1.8,2.0,-54,0.1,-3.0,-0.5,1.1,0,-0.3
CCOc1ccc(NC(=S)NNC(=S)Nc2cccc(C(F)(F)F)c2)cc1,-4,3,3.6,-0.1,-3,-1.3,-1.9,9.9,3.6,0,-0.4
C/C(=N\NC(=O)CCC(=O)O)c1c(-c2ccccc2)c2cc(Br)ccc2[nH]c1=O,4,0,-1.4,-0.5,-10,-1.5,-0.3,-2.4,-0.9,-2,0.0
CCC(C)NC(=O)COC(=O)Cc1sc(N)nc1-c1ccc(C)cc1 (stereo not drawn),-15,1,1.3,0.0,-4,-0.3,-2.3,-0.4,-0.8,1,-0.3
CSCC[C@H](N)C(=O)N1CCC(C(=O)N[C@H](C(=O)NCc2ccccc2F)C(C)C)CC1,-1,-3,-0.7,0.7,3,-1.5,-0.3,-4.9,2.2,1,1.1
CCOC(=O)N1CCN(C(=O)COc2ccc(S(=O)(=O)NCC(C)C)cc2C)CC1,1,-1,-0.7,-1.0,4,-0.7,0.1,-0.6,0.4,-1,0.8
O=C(Nc1cccc(Br)c1)c1ccc2nc(N3C(=O)CCC3=O)sc2c1,-20,1,2.6,0.8,-7,-0.9,0.6,1.2,-1.4,-2,0.2

# Next section (two carried over from the part before).
SMILES,sPLA2-III inh,NR1D1 modulator,GAA850 FXN act,hcDAF-12 act,PLC-beta3 inh,ssDAF12 agonist,PG9 binder,hgDAF12 agonist,DAX1 inh-1,SMARCA2 activ,DAX1 inh-2
CCOC(=O)N1CCN(C(=O)COc2ccc(S(=O)(=O)NCC(C)C)cc2C)CC1,1,-1,-0.7,-1.0,4,-0.7,0.1,-0.6,0.4,-1,0.8
O=C(Nc1cccc(Br)c1)c1ccc2nc(N3C(=O)CCC3=O)sc2c1,-20,1,2.6,0.8,-7,-0.9,0.6,1.2,-1.4,-2,0.2
Cc1ccc(C)c(NC(=O)CN(C)C(=O)[C@@H](NC(N)=O)C(C)C)c1,0,-6,3.2,0.4,-2,-1.0,-1.7,1.6,-1.1,0,0.7
CSc1nnc(-c2ccccc2Cl)o1,3,1,1.9,-1.2,-12,-1.0,1.5,0.8,3.8,5,0.5
COc1cccc(N2C(=O)Nc3ccc(Br)cc3C2(O)C(=O)NCCCN(C)C)c1 (stereo not drawn),1,0,-0.2,-0.8,4,-0.7,1.7,-2.4,4.1,2,0.5
O=C(/C=C/c1ccc(Br)cc1)NCCCn1ccnc1,-8,5,-0.3,-1.4,-2,-0.6,-4.2,3.4,0.9,0,0.1
Cc1ccc(S(=O)C(c2ccccc2)c2ccccc2)cc1 (stereo not drawn),-3,-8,-0.1,0.3,1,-0.8,-0.9,-2.6,-1.4,-3,0.1

# Record cards, from the list above. Values in the order: sPLA2-III inh	NR1D1 modulator	GAA850 FXN act	hcDAF-12 act	PLC-beta3 inh	ssDAF12 agonist	PG9 binder	hgDAF12 agonist	DAX1 inh-1	SMARCA2 activ	DAX1 inh-2
# CSc1nnc(-c2ccccc2Cl)o1 across the screens: 3	1	1.9	-1.2	-12	-1.0	1.5	0.8	3.8	5	0.5
# Cc1ccc(C)c(NC(=O)CN(C)C(=O)[C@@H](NC(N)=O)C(C)C)c1 across the screens: 0	-6	3.2	0.4	-2	-1.0	-1.7	1.6	-1.1	0	0.7
# Cc1ccc(S(=O)C(c2ccccc2)c2ccccc2)cc1 (stereo not drawn) across the screens: -3	-8	-0.1	0.3	1	-0.8	-0.9	-2.6	-1.4	-3	0.1
# COc1cccc(N2C(=O)Nc3ccc(Br)cc3C2(O)C(=O)NCCCN(C)C)c1 (stereo not drawn) across the screens: 1	0	-0.2	-0.8	4	-0.7	1.7	-2.4	4.1	2	0.5
